Bioassay records from PubChem.
Arr AP2 block = inhibitors of beta-arrestin/AP2 binding, primary screen, biochemical, GPCR trafficking, flow cytometry. FITC-arrestin peptide / GST-AP2 beads; AP2 beta2 appendage carries R879A mutation. inhibition, % at 10 µM. AID 504490, 2011. actives 0.31% (n = 340,000);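 active means inhibition above a set limit, near 3 SD of compounds lacking own fluorescence, cut at about 54% in these data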;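 further: plate controls were DMSO wells for no effect and 5 µM unlabelled arrestin peptide for full effect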
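System: GST-tagged AP2 beta2-adaptin appendage (R879A) on 4 µm glutathione beads / Reagent: FITC-arrestin peptide, 50 nM / Detection: HyperCyt-sampled flow cytometry, FL1 channel, ex 488/em 535 nm / Timing: 12 min plus 1 h, RT / Buffer or medium: PBS plus Tween 20 (0.05%) and BSA (0.1%)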
PKA-R2B act = activators of PKA-R2B holoenzyme, primary screen, biochemical, fluorescence polarization, Cy5-IP20, human | PKA-R2B holoenzyme dissociation; R2B truncated from residue 108, S112A mutant; 0% DMSO only, 100% 113 µM cGMP | activation, % at 11.4 µM | actives 0.079% (n = 340,000);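 active means activation above a cutoff set at the mean over all compounds plus 3 SD, cut at about 18% in these data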;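 further: higher means more holoenzyme dissociation and a rise in polarization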
Target sequence (P31323 whole entry, looked up, other chains not shown, the tested form may be a part): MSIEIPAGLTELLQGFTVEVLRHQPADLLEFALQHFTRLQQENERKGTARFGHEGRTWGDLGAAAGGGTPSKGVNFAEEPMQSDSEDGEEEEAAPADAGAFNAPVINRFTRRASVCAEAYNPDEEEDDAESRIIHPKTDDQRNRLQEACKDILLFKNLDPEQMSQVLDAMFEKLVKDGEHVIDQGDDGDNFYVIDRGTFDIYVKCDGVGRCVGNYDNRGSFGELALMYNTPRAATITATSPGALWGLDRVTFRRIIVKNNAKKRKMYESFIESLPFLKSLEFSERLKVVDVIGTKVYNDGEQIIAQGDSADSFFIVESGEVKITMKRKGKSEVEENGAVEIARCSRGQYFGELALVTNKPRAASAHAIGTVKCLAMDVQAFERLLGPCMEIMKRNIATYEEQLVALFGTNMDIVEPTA
NSD2 HMT inh = NSD2 histone methyltransferase inhibitors, primary screen, biochemical, AlphaScreen, single concentration, set 2. Histone-lysine N-methyltransferase NSD2 (Homo sapiens), O96028. NSD2 peptide methylation, 120 min. inhibition, % at 12.5 µM. actives 0.54% (n = 310,000). AID 743445, 2014; in the data active means inhibition above about 50%
SR-BI DiI inh = inhibitors of SR-BI mediated HDL lipid uptake, primary screen, ldlA[mSR-BI] cells, fluorescence, single point. Scavenger receptor class B member 1 (Mus musculus), Q61009. ldlA[mSR-BI] CHO cells, DiI-HDL uptake fluorescence, 3 h. inhibition, % at 12.5 µM. actives 0.96% (n = 320,000). AID 488896, 2010;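 active means mean replicate inhibition of at least 70% and a set share of replicates each scoring 70 or more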;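 further: 0% = median of neutral control wells and 100% = median of positive control wells; values of inactives mirror those of a sister screen read the other way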
C-LANA FP = inhibitors of KSHV C-LANA binding to DNA, primary screen, biochemical, fluorescence polarization, FAM-LBS DNA, MBP-C-LANA, single point | Kaposi's sarcoma herpesvirus LANA C-terminal domain (residues 932-1162) DNA binding | inhibition, % at 9 µM | actives 0.078% (n = 340,000) | AID 504423, 2011;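 active means highest replicate inhibition at or above 60% at 9 µM, even if other replicates fall short; inactive means all replicates below 60% inhibition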;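 further: 0% = neutral control wells and 100% = 4 µM acridine orange control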
DAGLB inh = DAGLB lipase inhibitors, primary screen, biochemical, fluorescence, HTS | Diacylglycerol lipase-beta (Homo sapiens), Q8NCG7 | HEK293T DAGLB membrane lysate, EnzChek fluorogenic substrate | inhibition, % at 5.17 µM | actives 0.059% (n = 340,000); in the data active means inhibition above about 34%;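 further: 0% = enzyme with vehicle and 100% = wells lacking enzyme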
RTF Ca sens inh = cardiac RTF calcium sensitivity inhibitors, primary screen, biochemical, IANBD-TnC fluorescence, EC70 calcium. actives 0.12% (n = 340,000). IANBD-labeled cardiac RTF, Ca2+ fluorescence. inhibition, % at 7.15 µM. AID 493244, 2011. Troponin I, cardiac muscle (Homo sapiens) + Troponin T, cardiac muscle (Homo sapiens) + …;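 active means inhibition above the mean inhibition of all tested compounds plus 3 SD, cut at about 17% in these data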;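 further: assay run at fixed EC70 calcium of 1.6 mM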
PvdQ inh = P. aeruginosa PvdQ acylase inhibitors, primary screen, biochemical, fluorescence, plate reader and imaging, single point; purified PvdQ acylase; inhibition, % at 10 µM; actives 0.063% (n = 340,000); AID 488965, 2010; in the data active means inhibition above about 30%, passing the limit was not always enough;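 further: 0% = vehicle neutral wells and 100% = reference inhibitor wells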
Keap1-Nrf2 PPI = Keap1-Nrf2 protein-protein interaction inhibitors, primary screen, biochemical, fluorescence polarization, single point. Kelch-like ECH-associated protein 1 (Homo sapiens), Q14145. Keap1 Kelch-Nrf2 peptide fluorescence polarization, 1536-well. inhibition, % at 9.4 µM. actives 0.15% (n = 340,000); in the data active means inhibition above about 12%;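 further: human Keap1 Kelch domain with fluorescein labeled Nrf2 9mer peptide probe; 0% = neutral control wells and 100% = peptide positive control; higher means more block of Keap1 binding to Nrf2 peptide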
Target sequence (Q14145 whole entry, looked up, the tested form may be a part): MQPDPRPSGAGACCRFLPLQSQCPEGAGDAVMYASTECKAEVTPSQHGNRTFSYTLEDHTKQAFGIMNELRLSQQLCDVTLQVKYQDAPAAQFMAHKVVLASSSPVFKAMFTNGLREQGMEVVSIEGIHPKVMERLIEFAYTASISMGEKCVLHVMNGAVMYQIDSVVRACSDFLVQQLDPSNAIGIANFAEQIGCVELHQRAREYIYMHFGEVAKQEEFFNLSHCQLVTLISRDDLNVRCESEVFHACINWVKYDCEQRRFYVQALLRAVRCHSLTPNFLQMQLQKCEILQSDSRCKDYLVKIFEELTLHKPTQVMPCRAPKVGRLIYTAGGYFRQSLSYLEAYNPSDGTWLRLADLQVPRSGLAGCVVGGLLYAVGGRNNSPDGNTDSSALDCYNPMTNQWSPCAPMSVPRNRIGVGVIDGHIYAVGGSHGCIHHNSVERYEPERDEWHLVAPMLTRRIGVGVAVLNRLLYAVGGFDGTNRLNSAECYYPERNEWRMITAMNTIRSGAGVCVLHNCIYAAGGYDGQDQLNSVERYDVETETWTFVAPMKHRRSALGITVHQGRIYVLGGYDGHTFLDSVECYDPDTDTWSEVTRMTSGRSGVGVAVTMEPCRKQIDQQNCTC
SR-BI DiI-HDL act = activators of SR-BI mediated DiI-HDL uptake, primary screen, ldlA[mSR-BI] CHO cells, DiI fluorescence; 3 h; 100 = double the neutral-control signal; activation, % at 12.5 µM; actives 0.096% (n = 320,000); AID 504775, 2011;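 active means mean replicate activation of at least 60% and every replicate at or above 60%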;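 further: 0% = median plate neutral-control signal and 100% = twice that signal; values of inactives mirror those of a sister screen read the other way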
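Test system: SR-BI-overexpressing, LDLR-lacking CHO cells. Measured by: DiI fluorescence, bottom read. Medium: Ham's F12 with 0.5% BSA, HEPES 25 mM, pH 7.4. Timing: 3 h uptake period with compound, 37 °C.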
Active calls of the source: *; nt = no result given.

SMILES	Arr AP2 block	PKA-R2B act	NSD2 HMT inh	SR-BI DiI inh	C-LANA FP	DAGLB inh	RTF Ca sens inh	PvdQ inh	Keap1-Nrf2 PPI	SR-BI DiI-HDL act
COc1cccc(C2=NOC(C(=O)Nc3ccccc3SC)C2)c1 (configuration not stated)	28.0	-6.5	-2.3	20.5	2.3	-5.8	7.5	5.5	-0.5	-20.5
O=C1c2ccc(Oc3ccc4c(c3)C(=O)N(CCCO)C4=O)cc2C(=O)N1CCCO	5.3	-0.5	-0.2	4.3	0.0	-0.8	-7.3	-8.0	-2.9	-4.3
O=C(CCC(=O)NNC(=O)Nc1cccc(Cl)c1)NCc1ccccc1	-18.1	-3.7	2.1	-15.8	1.0	-0.5	-19.2	-12.1	1.5	15.8
O=C(C1=C[C@@H](C2CC2)C[C@@H](OCc2ccc(CO)cc2)O1)N1CCN(Cc2ccc3c(c2)OCO3)CC1	26.5	3.3	nt	9.4	-2.9	-2.1	1.4	4.8	-2.2	-9.4
CCOc1ccc(C(=O)OCn2nnc3ccccc3c2=O)cc1OC	8.8	-2.3	-9.2	7.2	-0.7	0.9	-14.8	20.6	-1.0	-7.2
CCOC(=O)c1cnc(SCc2nc(N)nc(Nc3ccc(F)cc3)n2)nc1N	10.5	6.8	-0.2	28.6	0.5	-1.9	-4.5	-0.6	1.4	-28.6
Cc1nc2ccccn2c1P(=O)(N1CCCCC1)N1CCCCC1	-1.5	-0.1	-2.7	-27.4	-0.7	-0.9	-6.3	-11.6	-4.5	27.4
COc1ccc(Cl)cc1S(=O)(=O)N1CCCC(C(=O)NCc2ccccc2)C1 (configuration not stated)	13.1	-5.8	-0.8	-3.8	0.4	-0.2	-2.0	-14.3	0.8	3.8
Cc1ccnc(NC(=O)CS(=O)(=O)c2ccccc2)c1	0.0	2.1	-2.0	-22.5	-2.2	1.8	-2.9	-15.4	1.4	22.5
CCOC(=O)c1cc2occc2n1CC(=O)N1CCCc2ccccc21	-3.3	1.1	-0.2	2.2	-0.9	-0.2	-1.0	-8.5	0.9	-2.2
CCC1(C)Cc2c(sc3nc(SC)n(Cc4ccccc4)c(=O)c23)CO1 (configuration not stated)	1.6	-5.3	1.9	9.8	-0.1	-6.9	1.0	-18.3	-5.0	-9.8
COc1ccccc1S(=O)(=O)Cc1ccc(C(=O)NCc2ccco2)o1	32.7	0.4	4.0	-4.2	0.2	-2.1	4.2	-3.3	1.8	4.2
CCN1CNC(=S)N(c2ccccc2C)C1	-2.3	-0.8	-5.2	nt	-0.1	0.2	1.8	-6.9	-4.3	nt
O=C(CSc1nnc(-c2cccc(S(=O)(=O)N3CCOCC3)c2)n1C1CCCCCC1)NCc1ccccc1	-2.4	-4.6	0.0	35.8	1.4	-1.1	-12.3	-9.0	-0.2	-35.8
CC(=O)c1cccc(NC(=O)Cn2nc(-c3ccc(Cl)cc3)ccc2=O)c1	4.3	-4.6	-6.0	9.0	1.0	0.0	7.2	11.4	-3.6	-9.0
N#Cc1ccccc1Sc1ccccc1C(=O)Nc1ccc2ccccc2c1	-0.3	-16.3	1.1	15.1	-0.4	-2.9	-10.8	-8.3	-3.6	-15.1
COCCOCCn1c(CCCO)nc2ccccc21	14.2	-10.5	4.2	nt	-1.0	-4.8	-1.7	0.4	-0.9	nt
CC(=O)Nc1ccc(S(=O)(=O)NCC(=O)OCc2cc(=O)oc3ccc4ccccc4c23)cc1	8.9	9.6	-3.1	1.1	-1.3	3.4	-4.7	-7.5	4.3	-1.1
COc1cccc(NC(=O)CN(C)C(=O)c2cc(-c3ccco3)nc3ccccc23)c1	-3.4	-3.8	1.3	16.6	1.6	1.7	-10.5	-13.7	-7.9	-16.6
Nc1nc2c(c(=O)[nH]1)C(c1cccc3ccccc13)C1=C(N2)c2ccccc2C1=O (configuration not stated)	-1.4	-9.4	2.7	4.3	-1.6	1.7	-6.6	-10.6	-1.5	-4.3
CCOC(=O)CC(NC(=O)Cn1nnc(-c2ccccc2Cl)n1)c1ccc(OC)cc1 (configuration not stated)	13.5	6.7	-2.2	9.8	-0.4	-2.5	-12.0	2.7	-4.1	-9.8
COc1ccc(/C=C(\C#N)C(=O)OCC(=O)NCc2ccco2)cc1	9.3	-4.3	-0.1	4.1	-0.6	-5.0	-4.0	8.2	3.9	-4.1
COc1ccccc1NC(=O)CCN1CCN(Cc2ccccc2)CC1	-3.3	-14.1	4.2	-7.9	-0.5	-1.2	-5.9	-7.4	-1.4	7.9
C[C@H](CO)N1C[C@H](C)[C@@H](CN(C)S(=O)(=O)c2cccs2)Oc2c(NC(=O)NC3CCCCC3)cccc2C1=O	-1.3	7.0	nt	-19.3	-1.2	0.6	-1.7	-6.9	1.2	19.3

Seven compounds out of the list, ordered by formula weight, lowest first.
SMILES	Arr AP2 block	PKA-R2B act	NSD2 HMT inh	SR-BI DiI inh	C-LANA FP	DAGLB inh	RTF Ca sens inh	PvdQ inh	Keap1-Nrf2 PPI	SR-BI DiI-HDL act
CCN1CNC(=S)N(c2ccccc2C)C1	-2.3	-0.8	-5.2	nt	-0.1	0.2	1.8	-6.9	-4.3	nt
COc1ccc(/C=C(\C#N)C(=O)OCC(=O)NCc2ccco2)cc1	9.3	-4.3	-0.1	4.1	-0.6	-5.0	-4.0	8.2	3.9	-4.1
N#Cc1ccccc1Sc1ccccc1C(=O)Nc1ccc2ccccc2c1	-0.3	-16.3	1.1	15.1	-0.4	-2.9	-10.8	-8.3	-3.6	-15.1
CC(=O)c1cccc(NC(=O)Cn2nc(-c3ccc(Cl)cc3)ccc2=O)c1	4.3	-4.6	-6.0	9.0	1.0	0.0	7.2	11.4	-3.6	-9.0
CCOC(=O)CC(NC(=O)Cn1nnc(-c2ccccc2Cl)n1)c1ccc(OC)cc1 (configuration not stated)	13.5	6.7	-2.2	9.8	-0.4	-2.5	-12.0	2.7	-4.1	-9.8
CC(=O)Nc1ccc(S(=O)(=O)NCC(=O)OCc2cc(=O)oc3ccc4ccccc4c23)cc1	8.9	9.6	-3.1	1.1	-1.3	3.4	-4.7	-7.5	4.3	-1.1
C[C@H](CO)N1C[C@H](C)[C@@H](CN(C)S(=O)(=O)c2cccs2)Oc2c(NC(=O)NC3CCCCC3)cccc2C1=O	-1.3	7.0	nt	-19.3	-1.2	0.6	-1.7	-6.9	1.2	19.3

New compounds follow
SMILES	Arr AP2 block	PKA-R2B act	NSD2 HMT inh	SR-BI DiI inh	C-LANA FP	DAGLB inh	RTF Ca sens inh	PvdQ inh	Keap1-Nrf2 PPI	SR-BI DiI-HDL act
CS(=O)(=O)N1CCc2cc(S(=O)(=O)Nc3ccc4oc5c(c4c3)CCCC5)ccc21	4.5	-1.8	-2.0	-28.5	0.6	-2.8	-2.5	-4.0	5.3	28.5
Cc1cc2nc(-c3ccc(SCc4ccc(C(=O)O)cc4)nc3)[nH]c2cc1C	-0.9	-7.5	-3.0	-2.4	1.4	2.2	-2.8	-14.5	-0.6	2.4
CCN(CC)C(=O)C1CCCN(Cc2nc(-c3cnccn3)no2)C1 (configuration not stated)	8.0	4.2	-0.2	-14.8	1.3	-0.1	-4.9	-10.8	-1.2	14.7
Cn1ncc(Cl)c1C(=O)Nc1nc2ccc(Cl)cc2s1	10.3	5.4	-2.2	2.6	2.6	1.5	1.2	-12.1	-2.4	-2.6
CCOC(=O)Cn1nc(C)cc1NC(=O)c1ccncc1	16.3	4.5	-3.3	-13.6	0.1	1.1	-8.4	0.7	0.0	13.6
CS(=O)(=O)N1CCN(c2nc3ccccc3s2)CC1	-8.1	-12.0	-2.0	3.7	-0.2	-2.0	-5.3	-7.6	-0.2	-3.7
CCOC(=O)C1CCN(S(=O)(=O)c2ccc3oc(=O)ccc3c2)CC1	11.1	0.2	-1.4	nt	-3.0	-1.8	3.4	9.3	-0.5	nt
CCC1=C(c2ccc(OC)cc2)CCC(C(=O)O)C1C (configuration not stated)	1.9	-10.5	-13.3	-0.2	-0.5	2.6	-7.6	-3.4	-5.6	0.2
Cc1cc(C)c(C(=O)CSc2n[nH]c(=O)n2C2CC2)cc1C	-4.3	-0.3	-1.0	21.4	0.9	-3.1	-5.5	-4.7	-2.1	-21.4
COc1ccc(CNC(=O)C(c2ccncc2)N(C(=O)Cc2cccs2)c2cccnc2)cc1 (configuration not stated)	0.4	3.0	-8.4	2.0	-5.9	0.2	-11.3	-8.7	-4.9	-2.0
Cc1ccc2nc(Cl)c(/C=N/Nc3ccc(C(=O)O)cc3)cc2c1	14.9	5.4	nt	nt	-0.1	2.8	-20.1	2.1	-3.8	nt
CS(=O)(=O)N(CC(=O)NCCSCc1c(F)cccc1Cl)c1cccc([N+](=O)[O-])c1	-7.0	1.0	-0.5	-10.2	3.3	1.9	-3.1	6.8	-3.7	10.2
CCC(C)c1ccc(NC(=S)NCc2cccs2)cc1 (configuration not stated)	8.1	0.3	0.5	10.1	1.3	-7.2	0.3	-16.1	-2.9	-10.1
CCOC(=O)c1c(NC(=O)CSc2ncnc3ccccc23)sc(C)c1C	0.4	7.6	-2.3	-29.6	2.7	-6.7	13.4	-17.0	-4.1	29.6
Nc1cc(=O)[nH]c(SCC(=O)Nc2ccc(N3CCOCC3)cc2)n1	4.4	-0.1	0.0	0.1	0.0	-0.5	-14.5	-9.1	-4.1	-0.1
O=C(Cc1ccccc1)N/N=C/c1ccc(Cl)cc1Cl	0.1	-3.4	-0.1	-34.9	-0.5	-1.2	-2.8	-1.7	3.1	34.9
Cc1cccc(CCNS(=O)(=O)c2cc3c(cc2C)NC(=O)CO3)c1	9.4	-4.9	nt	-31.9	-0.4	2.7	-3.6	-20.0	-3.5	31.9
